hiPSC survival = enhancers of single-cell hiPSC survival, primary screen, ATPlite luminescence. survival enhancement, % at 20 µM. 100% = ROCK inhibitor wells, 0% = DMSO. 360,000 compounds, 0.044% hits. AID 602274, 2012; in the data active = survival enhancement above about 18%;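 also: cells exposed to compounds for 16 hours before the ATP read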
PDI inh = inhibitors of human PDI, primary screen, biochemical, turbidity, single point, plate reader; PDI insulin aggregation turbidity, A650, 90 min; inhibition, % at 10 µM; 350,000 compounds, 0.052% hits;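 active = mean inhibition across replicates of 30% or more, whatever share of single replicates reach that level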;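 also: absorbance from insulin aggregation driven by PDI reduction with DTT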
HIF-2a block = HIF-2a reporter inhibitors, primary screen, luminescence, 786-0 RCC cells; 786-0 RCC cells HIF-2a reporter, luciferase luminescence, overnight; inhibition, % at 18.8 µM; 360,000 compounds, 0.72% hits; AID 624352, 2012;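 active = inhibition of the luminescence signal of 40% or more relative to plate controls, in a single-dose primary screen at 18.75 µM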
HTR2A ag = mouse Htr2a agonists via beta-arrestin recruitment, primary screen, cell-based, luminescence; activation, % at 7.6 µM; 360,000 compounds, 0.66% hits; CHO-K1 mHTR2A beta-arrestin complementation; percent of 30 µM serotonin response; 5-hydroxytryptamine receptor 2A (Mus musculus), P35363;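 active = activation above a run cutoff, the mean activation of all tested compounds plus 3 SD, cut at about 14% in these data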;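 also: 0% = plate median of compound wells and 100% = 30 µM serotonin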
Target sequence (P35363 whole entry, looked up): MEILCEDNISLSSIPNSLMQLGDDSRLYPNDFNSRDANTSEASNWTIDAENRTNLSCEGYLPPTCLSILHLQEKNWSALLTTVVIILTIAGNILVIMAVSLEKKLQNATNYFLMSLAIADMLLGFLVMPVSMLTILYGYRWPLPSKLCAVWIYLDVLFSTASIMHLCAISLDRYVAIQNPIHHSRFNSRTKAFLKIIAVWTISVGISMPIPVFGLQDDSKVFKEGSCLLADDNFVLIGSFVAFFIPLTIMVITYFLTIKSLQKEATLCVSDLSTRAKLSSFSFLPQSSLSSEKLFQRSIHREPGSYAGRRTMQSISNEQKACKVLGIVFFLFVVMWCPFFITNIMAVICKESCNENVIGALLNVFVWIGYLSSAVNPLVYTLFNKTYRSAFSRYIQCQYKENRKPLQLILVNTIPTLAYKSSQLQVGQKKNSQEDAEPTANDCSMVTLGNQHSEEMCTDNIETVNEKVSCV
Shn3 3UTR inh = reduction of Shn3 3'UTR firefly luciferase signal, primary screen, Schnurri-3 inhibitor project, cell-based, Clone20 osteoblasts, set 2. Clone20 osteoblast Shn3 3'UTR firefly luciferase, 24 h. inhibition, % at 12.5 µM. 360,000 compounds, 0.52% hits. AID 588674, 2011;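 active = mean inhibition of at least 75% with every replicate also reaching 75%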;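 also: 0% = median of neutral control wells and 100% = pilot-screen positive control compound; some compounds past the cut are filed as inactive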
Peg3 prom inh = Peg3 promoter-driven luciferase inhibitors, primary screen, cell-based, HeLa, luciferase luminescence | HeLa PEG-Prom luciferase reporter, overnight | inhibition, % at 20 µM | 360,000 compounds, 1.7% hits | AID 588405, 2011;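 active = inhibition of at least 50% at 20 µM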
H9c2 protect = cardioprotection against H2O2-induced cell death, primary screen, uHTS, H9c2 cells, ATPLite luminescence; H9c2 cardiomyocytes, H2O2 injury protection, 2 h; protection from H2O2 cell death, % at 20 µM; 360,000 compounds, 0.63% hits;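 active = compounds giving at least 50% protection of heart cells from peroxide-induced death in the single-dose screen, raw or plate-pattern-corrected value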;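 also: 0% = DMSO wells with peroxide and 100% = DMSO wells without peroxide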
CaV13 ICDI inh = Primary screen for inhibitors of IQ motif and Ca2+-dependent inactivation inhibitor domain binding in CACNA1D, Förster resonance energy transfer in living cells, … | inhibition, % at 12.3 µM | 340,000 compounds, 0.098% hits | HEK cells, CFP/YFP FRET ICDI-IQ, plate reader, 10 min; percent FRET-ratio fall versus neutral wells;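 active = mean replicate inhibition of at least 30% and at least 1% of replicates passing that level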;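 also: 0% = median of the neutral control wells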
NR2E3 ag-1 = NR2E3 agonists in two-hybrid cells, primary screen, cell-based, luminescence, CHO-S, Gal4-NCOR/VP16-NR2E3; 360,000 compounds, 0.35% hits; AID 602229, 2012; luciferase; Photoreceptor-specific nuclear receptor (Homo sapiens), Q9Y5X4; inhibition of corepressor binding, % at 3.98 µM;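 active = inhibition above the mean of all tested compounds plus 3 SD, cut at about 70% in these data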;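 also: 0% = DMSO with NR2E3 transfected cells and 100% = cells lacking NR2E3 construct; higher means lower luciferase signal from less NR2E3 corepressor binding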
Target sequence (Q9Y5X4 whole entry, looked up, the tested form may be a part): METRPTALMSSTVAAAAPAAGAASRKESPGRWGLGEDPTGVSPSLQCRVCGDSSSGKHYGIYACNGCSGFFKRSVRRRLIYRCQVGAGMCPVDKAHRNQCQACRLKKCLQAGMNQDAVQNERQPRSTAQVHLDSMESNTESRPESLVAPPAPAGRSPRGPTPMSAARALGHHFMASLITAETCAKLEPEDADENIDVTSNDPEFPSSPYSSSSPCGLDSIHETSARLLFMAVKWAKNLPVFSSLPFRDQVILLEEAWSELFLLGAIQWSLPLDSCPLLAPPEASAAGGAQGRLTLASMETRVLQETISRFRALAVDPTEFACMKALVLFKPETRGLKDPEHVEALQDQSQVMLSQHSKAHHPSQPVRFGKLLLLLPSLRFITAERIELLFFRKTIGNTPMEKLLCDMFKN
NR2E3 ag-2 = inhibitors of NR2E3-RetCOR corepressor binding, primary screen, NR2E3 agonist project, biochemical, TR-FRET, GST-NR2E3, biotin-RetCOR; Photoreceptor-specific nuclear receptor (Homo sapiens), Q9Y5X4; AID 2300, 2010; 1536-well; 320,000 compounds, 0.12% hits; inhibition of corepressor binding, % at 4.78 µM;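 active = percent inhibition above the cutoff of mean plus 3 SD of all tested compounds, set per screening campaign, cut at about 20% in these data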;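 also: 0% = DMSO wells and 100% = biotin wells as full block of FRET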
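Format: 1536-well format; test system: GST-NR2E3 and biotin-RetCOR proteins; read-out basis: percent inhibition of TR-FRET ratio; timing: 5 h incubation at 4 °C; detection: time-resolved FRET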
TRPM1 prom inh = inhibitors of MITF-dependent TRPM1 promoter reporter, primary screen, cell-based, SK-MEL-5, single point, luciferase; inhibition, % at 12.5 µM; 330,000 compounds, 0.83% hits; AID 488899, 2010; SK-MEL-5 TRPM1 promoter luciferase, 24 h;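 active = mean inhibition across replicates of 60% or more, whatever share of single replicates reaches that level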; also: values of inactives mirror those of a sister screen read the other way
An asterisk follows results filed as active; · = no result given. Not a hit list. Share with any hit: about 3.9%.

Labels used below – A = hiPSC survival; B = PDI inh; C = HIF-2a block; D = HTR2A ag; E = Shn3 3UTR inh; F = Peg3 prom inh; G = H9c2 protect; H = CaV13 ICDI inh; I = NR2E3 ag-1; J = NR2E3 ag-2; K = TRPM1 prom inh
#1 O=C(NC1CCCC1)c1cccc(S(=O)(=O)N2CCCCC2)c1
  A: 1.4 | B: -0.3 | C: 9.3 | D: 16.3* | E: 8.7 | F: 13.2 | G: -7.6 | H: -1.7 | I: 5.9 | J: -3.5 | K: 6.3

#2 Cc1ccc(S(=O)(=O)NC2c3cccc4cccc(c34)C2Sc2ncccn2)cc1 (stereo unspecified)
  A: 1.0 | B: -17.9 | C: 5.2 | D: 0.3 | E: -27.9 | F: 21.9 | G: -8.1 | H: -5.1 | I: -20.2 | J: -1.1 | K: -2.8

#3 Cc1c(OCC(=O)NC(Cc2ccc(Cl)cc2)C(=O)O)ccc2c3c(c(=O)oc12)CCCC3 (stereo unspecified)
  A: 2.2 | B: · | C: 8.4 | D: 3.6 | E: -1.5 | F: -8.3 | G: -1.6 | H: · | I: 3.1 | J: 1.7 | K: -2.1

#4 CC(=O)N(CC(=O)O)c1ccccc1C(=O)O
  A: 0.0 | B: 20.4 | C: 10.7 | D: 3.1 | E: 2.9 | F: 3.9 | G: -5.9 | H: · | I: 0.5 | J: 3.3 | K: -1.9

#5 O=[N+]([O-])c1ccc2nc(-c3ccc(Cl)cc3)n(OCc3ccccc3)c2c1
  A: -4.7 | B: 2.0 | C: -404.8 | D: 0.3 | E: -20.1 | F: -184.3 | G: -13.4 | H: -5.9 | I: -154.0 | J: -2.7 | K: -54.9

#6 N/C(=N\OC(=O)COc1ccc([N+](=O)[O-])cc1)c1ccncc1
  A: 4.1 | B: -6.8 | C: -13.8 | D: 3.4 | E: -2.0 | F: -11.3 | G: -5.1 | H: -6.9 | I: -15.6 | J: 0.0 | K: -8.0

#7 Cc1oc(-c2cc3c(cc2Cl)OCO3)nc1CN1CCCC(C(=O)N2CCOCC2)C1 (stereo unspecified)
  A: -1.6 | B: 8.0 | C: 6.4 | D: 0.5 | E: -4.0 | F: 4.0 | G: 1.4 | H: -2.6 | I: 27.8 | J: 5.0 | K: -13.6

#8 NNC(=O)CNC(c1ccccc1)c1cc(Br)ccc1NC(=O)c1cccc(Cl)c1 (stereo unspecified)
  A: -0.1 | B: -7.6 | C: 25.1 | D: -2.6 | E: -14.9 | F: -4.5 | G: -6.6 | H: -5.1 | I: -7.3 | J: -1.7 | K: 15.4

#9 COC(=O)[C@H](Cc1ccccc1)NC(=O)NCc1ccc(S(N)(=O)=O)cc1
  A: 2.9 | B: 1.7 | C: -6.0 | D: 2.6 | E: -4.6 | F: 15.3 | G: 19.4 | H: -3.5 | I: -10.9 | J: 1.1 | K: -1.7

#10 COCCn1c(SCC(=O)Nc2ccc(C(C)=O)cc2)nc2c([nH]c3ccccc32)c1=O
  A: -0.2 | B: -3.5 | C: 19.5 | D: 2.8 | E: -8.3 | F: 21.0 | G: 0.7 | H: -6.7 | I: -0.8 | J: -4.3 | K: 19.5

Other records follow.
Labels used below – A = hiPSC survival; B = PDI inh; C = HIF-2a block; D = HTR2A ag; E = Shn3 3UTR inh; F = Peg3 prom inh; G = H9c2 protect; H = CaV13 ICDI inh; I = NR2E3 ag-1; J = NR2E3 ag-2; K = TRPM1 prom inh
#11 CCCCNC(=O)c1nc(C2CCN(S(=O)(=O)c3ccccc3)CC2)oc1-c1cccc(C(F)(F)F)c1
  A: 0.4 | B: · | C: 5.9 | D: -2.1 | E: -1.7 | F: 0.7 | G: -0.9 | H: -6.0 | I: -11.7 | J: · | K: ·

#12 CN1CCN(c2ncnc3c2ncn3[C@H]2CN(Cc3cccnc3)C[C@@H](CO)O2)CC1
  A: -0.3 | B: -23.2 | C: 4.8 | D: -3.5 | E: -6.0 | F: -1.4 | G: 5.0 | H: -10.8 | I: -17.1 | J: · | K: ·

#13 Nc1[nH]nc2c1NN(c1ccc(Cl)cc1Cl)N2
  A: -0.7 | B: 1.2 | C: -41.8 | D: 0.9 | E: -13.8 | F: -31.6 | G: 4.2 | H: -5.3 | I: -8.2 | J: 2.0 | K: -2.5

#14 CC1(C)Oc2ccc3ccc(=O)oc3c2/C(=C/N)C1=O
  A: -1.5 | B: -4.9 | C: 19.7 | D: 5.6 | E: -3.0 | F: -1.5 | G: 1.3 | H: -6.2 | I: -9.3 | J: -0.8 | K: 11.5

#15 N#Cc1cc2sc3nnc(-c4ccncc4)n3c2cc1C#N
  A: -3.0 | B: 4.7 | C: 16.2 | D: 5.2 | E: -7.2 | F: 8.8 | G: 6.3 | H: · | I: 9.4 | J: -0.1 | K: 11.4

#16 O=C(CC1C(=O)NCCN1Cc1cccc(Oc2ccccc2)c1)NCCc1cnccn1 (stereo unspecified)
  A: 1.6 | B: -2.2 | C: 9.1 | D: 2.9 | E: · | F: 6.8 | G: 2.1 | H: -7.9 | I: 16.1 | J: -0.8 | K: -1.3

#17 CCOC(=O)c1c(NC(=O)CSc2nnc(-c3ccncc3)n2Cc2ccco2)sc(C)c1C
  A: 4.7 | B: 8.5 | C: 21.2 | D: 1.0 | E: 28.2 | F: 2.6 | G: 8.6 | H: -8.6 | I: 1.6 | J: 2.6 | K: 3.0

#18 COc1ccc(C(=O)Nc2ccc(S(=O)(=O)N3CCOCC3)cc2)cc1OC
  A: 0.2 | B: -1.2 | C: -1.9 | D: -1.8 | E: -17.6 | F: -0.8 | G: 0.6 | H: · | I: -1.6 | J: 3.6 | K: -10.7

#19 CCOC(=O)/C(=C/C=C/c1ccccc1)NC(=O)c1ccccc1
  A: -0.1 | B: -9.3 | C: -29.6 | D: -4.4 | E: -13.2 | F: -24.4 | G: 1.6 | H: -19.6 | I: -15.7 | J: 3.2 | K: -3.8

#20 Cc1ccc(S(=O)(=O)NCCC(=O)NNC(=O)c2ccccc2O)cc1C
  A: -0.3 | B: -3.3 | C: 14.3 | D: -2.6 | E: 12.8 | F: 10.3 | G: 39.2 | H: -5.7 | I: -30.6 | J: 3.5 | K: 25.0

#21 C=C1CCN(Cc2ccccc2)S(=O)(=O)c2ccccc21
  A: -3.1 | B: -32.7 | C: 9.5 | D: 0.9 | E: 12.2 | F: -5.6 | G: -1.0 | H: -10.0 | I: 8.6 | J: 3.1 | K: -4.2

#22 Cc1c(NC(=O)c2ccc(F)c(S(=O)(=O)N3CCOCC3)c2)c(=O)n(-c2ccccc2)n1C
  A: -2.7 | B: 4.5 | C: 12.9 | D: 2.5 | E: -17.6 | F: 6.9 | G: -1.6 | H: · | I: -4.7 | J: -1.4 | K: -2.3

#23 CCc1cccc2c(=O)c(C(=O)NCCCOC)c[nH]c12
  A: -0.6 | B: -3.6 | C: -5.9 | D: -0.6 | E: -19.5 | F: -1.8 | G: -11.3 | H: -15.0 | I: -2.2 | J: 2.5 | K: 6.5

A draw from above in order of heavy-atom count, lowest first.
Labels used below – A = hiPSC survival; B = PDI inh; C = HIF-2a block; D = HTR2A ag; E = Shn3 3UTR inh; F = Peg3 prom inh; G = H9c2 protect; H = CaV13 ICDI inh; I = NR2E3 ag-1; J = NR2E3 ag-2; K = TRPM1 prom inh
#14 CC1(C)Oc2ccc3ccc(=O)oc3c2/C(=C/N)C1=O
  A: -1.5 | B: -4.9 | C: 19.7 | D: 5.6 | E: -3.0 | F: -1.5 | G: 1.3 | H: -6.2 | I: -9.3 | J: -0.8 | K: 11.5

#23 CCc1cccc2c(=O)c(C(=O)NCCCOC)c[nH]c12
  A: -0.6 | B: -3.6 | C: -5.9 | D: -0.6 | E: -19.5 | F: -1.8 | G: -11.3 | H: -15.0 | I: -2.2 | J: 2.5 | K: 6.5

#15 N#Cc1cc2sc3nnc(-c4ccncc4)n3c2cc1C#N
  A: -3.0 | B: 4.7 | C: 16.2 | D: 5.2 | E: -7.2 | F: 8.8 | G: 6.3 | H: · | I: 9.4 | J: -0.1 | K: 11.4

#20 Cc1ccc(S(=O)(=O)NCCC(=O)NNC(=O)c2ccccc2O)cc1C
  A: -0.3 | B: -3.3 | C: 14.3 | D: -2.6 | E: 12.8 | F: 10.3 | G: 39.2 | H: -5.7 | I: -30.6 | J: 3.5 | K: 25.0

#12 CN1CCN(c2ncnc3c2ncn3[C@H]2CN(Cc3cccnc3)C[C@@H](CO)O2)CC1
  A: -0.3 | B: -23.2 | C: 4.8 | D: -3.5 | E: -6.0 | F: -1.4 | G: 5.0 | H: -10.8 | I: -17.1 | J: · | K: ·

#16 O=C(CC1C(=O)NCCN1Cc1cccc(Oc2ccccc2)c1)NCCc1cnccn1 (stereo unspecified)
  A: 1.6 | B: -2.2 | C: 9.1 | D: 2.9 | E: · | F: 6.8 | G: 2.1 | H: -7.9 | I: 16.1 | J: -0.8 | K: -1.3
